RMI-FANCM inh: disruptors of RMI1/RMI2 association with MM2 peptide – biochemical, fluorescence polarization, human, primary screen; hit rate 0.58% among 70,000; FP signal (polarization) at 33 µM; RMI core complex with F-MM2 peptide; stronger effect = lower value; AID 1159607, 2016; in the data active = FP signal below about 40; also: inactives centre near 61; strong numbers were not always called active; unit not given here
Numbers without * were called inactive; & = joins results of further samples. A portion of the library; the hit share may differ from the screen's.

RMI-FANCM inh | molecule
75 | COc1ccc(C)cc1NC(=O)CSc1ccc(NC(=O)C2CC2)nn1
65 | COc1ccc2sc(NCc3cccnc3)nc2c1
58 | Cc1cc2ncn(CCc3noc(-c4ccco4)n3)c2cc1C
71 | O=C(COc1cccc(C(F)(F)F)c1)N1CCN(c2ccc(-c3ccco3)nn2)CC1
58 | Cc1cccc(NC(=O)Cn2cc(S(=O)(=O)c3ccc(F)cc3)c3ccccc32)n1
61 | CC(=O)c1cccc(NC(=O)c2cnc3scc(C)n3c2=O)c1
78 | Cc1ccc(C)c(S(=O)(=O)NCC(=O)Nc2ccc(F)c(Cl)c2)c1
86 | O=C(CSc1ncnc2scc(-c3ccc(Cl)cc3)c12)NCc1ccc2c(c1)OCO2
57 | O=S(=O)(c1ccc(F)c(Cl)c1)N1CCN(Cc2ccc3c(c2)OCO3)CC1
51 | Cc1ccc2nc(NC(=O)CSC3=NS(=O)(=O)c4cc(Cl)ccc4N3)sc2c1
73 | COc1cc2nc(SCC(=O)Nc3ccc(Cl)cc3)[nH]c(=O)c2cc1OC
69 | Cc1ccc(NC(=O)C2Nc3cc(F)ccc3S(=O)(=O)N2)cc1C (centres undefined)
58 | C=CCn1c(-c2ccccc2)csc1=Nc1ccc(C(C)=O)cc1
55 | O=C(CSc1ccc(-c2cccnc2)nn1)NCCc1ccccc1
53 | CN(C)C=Nc1nonc1-c1ccc(Cl)cc1
62 | COc1ccc(N2CCN(C(CNS(=O)(=O)c3ccc(Cl)cc3)c3cccnc3)CC2)cc1 (centres undefined)

Of the compounds above, four contain an aryl methoxy group:
RMI-FANCM inh | molecule
75 | COc1ccc(C)cc1NC(=O)CSc1ccc(NC(=O)C2CC2)nn1
65 | COc1ccc2sc(NCc3cccnc3)nc2c1
73 | COc1cc2nc(SCC(=O)Nc3ccc(Cl)cc3)[nH]c(=O)c2cc1OC
62 | COc1ccc(N2CCN(C(CNS(=O)(=O)c3ccc(Cl)cc3)c3cccnc3)CC2)cc1 (centres undefined)

Going on with the list:
RMI-FANCM inh | molecule
72 | COc1ccc(-c2csc(NC(=O)c3ccc(S(=O)(=O)N(C)C4CCCCC4)cc3)n2)cc1
59 | Cc1csc(NC(=O)Cc2cc(=O)[nH]c(SCc3ccc(F)cc3)n2)n1
53 | CC(C)c1ccc(NC2(C(N)=O)CCCCC2)cc1
67 | NC(=O)CN1CCN(c2ccc(F)cc2)CC1
57 | Cc1nc(N)ncc1Sc1ccccc1
63 | COc1ccc(Cl)cc1C(=O)N1CCN(Cc2nc(C3CC3)cs2)CC1
52 | CC(C)N(CCC(=O)c1ccc2ccccc2c1)Cc1ccccc1
85 | O=C(c1ccc(Oc2ccccc2)cc1)N1CCN(c2nc3ccccc3s2)CC1
63 | Cc1nc(SCc2ccccc2F)[nH]c(=O)c1CC(=O)NCc1cccs1
54 | Cc1ccc(-c2nnc(NC(=O)C(c3ccccc3)c3ccccc3)o2)c(C)c1
59 | O=C(CSc1ccc2nnc(-c3cccs3)n2n1)Nc1nc2ccccc2s1
62 | Cc1ccccc1C(=O)Nc1ccc(N2CCOCC2)cc1
59 | O=C(O)C(Cc1ccccc1)N1C(=O)c2ccccc2C1=O (centres undefined)
46 | O=C(N/N=C\c1c(Cl)cccc1Cl)c1nc(-c2ccc([N+](=O)[O-])cc2)no1
75 | O=C(CSc1ccc(NC(=O)c2ccccc2F)nn1)Nc1nccs1
61 | O=Cc1ccc2cccnc2n1
62 | CCC(=O)N1CCN(C(=O)C(NC(=O)c2ccc(C)cc2)S(=O)(=O)c2ccc(Cl)cc2)CC1 (centres undefined)
500 | CC(=O)Nc1nnc(Cc2ccccc2)o1
65&64 | O=C(O)CCCc1ccccc1
63 | O=C(NCC(c1ccsc1)N1CCc2ccccc2C1)C(=O)Nc1ccon1 (centres undefined)
54 | COc1ccc(COCC(O)CS(=O)(=O)c2ccc(OC)c(OC)c2)cc1 (centres undefined)
60 | O=C(Cn1c(-c2ccncc2)nc2ccccc21)Nc1ccc2c(c1)OCCO2
65 | C=CCN1C(=O)CC(Nc2ccc(N3CCOCC3)cc2)C1=O (centres undefined)
62 | CC(=O)OCC(=O)[C@@]1(O)[C@H](C)C[C@H]2[C@@H]3CCC4=CC(=O)C=C[C@]4(C)[C@@]3(F)[C@@H](O)C[C@@]21C
28* | OCCN1CCN(c2cc(-c3ccccc3)nc3c(-c4ccc(Cl)cc4)cnn23)CC1
72 | CCN1C(=O)c2cccc3c(NC(=O)c4cc5cc([N+](=O)[O-])ccc5s4)ccc1c23
84 | CC(C)Oc1ccc(C(=O)Nc2nc(-c3cc4ccccc4oc3=O)cs2)cc1
74 | NCC(O)Cn1c2ccccc2c2ccccc21 (centres undefined)
61 | Cc1nc2ccc(NC(=O)COc3cccc(C(F)(F)F)c3)cc2c(=O)n1-c1ccc(F)cc1
56 | COc1ccc(SCC(=O)N2CCN(c3nc4c(F)cccc4s3)CC2)cc1
58 | COc1ccc(OC)c(NC(=O)CSc2nnc(NC(=O)c3cccc(C(F)(F)F)c3)s2)c1
59 | CC(C)(C)C1CCc2c(sc3nc(-c4ccccc4)c(-c4ccccc4)n23)C1 (centres undefined)
66 | O=C(/C=C1\SC(=O)NC1=O)Nc1ncc(Cc2ccccc2Cl)s1
57 | CCOc1ccc(C(=O)CNC2=NCCC2)cc1
59 | O=C1CC(N2CCN(c3ccccc3)CC2)C=C1Nc1ccccc1 (centres undefined)
63 | C/C=C/c1ccc(OCCCn2c(C(O)CC)nc3ccccc32)c(OC)c1 (centres undefined)
62 | CC(=O)Nc1ccc2nc(NC(=O)c3ccco3)sc2c1
49 | CC(=O)Nc1ccc(OS(=O)(=O)c2cccc3c2C(=O)C2C=CC=CC2C3=O)cc1 (centres undefined)
55 | Cc1ccc(CC(=O)c2ccc(Cl)cc2)cc1
59 | CNS(=O)(=O)c1ccc(NC(=O)Cc2cccs2)cc1
44 | COc1cccc(NC(=O)CN2C(=O)c3ccccc3C2=O)c1
53 | CSc1ccccc1NC(=O)C(=O)NCc1ccccc1Cl
52 | Cn1ccnc1SCc1cc(=O)c(OC(=O)c2ccc(S(=O)(=O)N3CCCC3)cc2)co1
56 | Nc1nc(Cl)nc2c1ncn2[C@@H]1O[C@H](COP(=O)(O)OP(=O)(O)OP(=O)(O)O)[C@H](O)C1O (some centres undefined)
52 | Cc1nc(-c2c(C(=O)NNC(=O)Nc3c(C)cccc3C)noc2C)cs1
50 | O=C(OCC1CCCN2CCCCC12)c1cc2ccccc2oc1=O (centres undefined)
62 | Cc1ccc(-n2cc(C(=O)NCCc3ccc(Cl)cc3)nn2)cc1
55 | O=C(NCc1cccnc1)N(c1ccccc1)c1ccccc1
65 | CCn1nc(C)cc1C(=O)N1CCN(c2ccccc2)CC1
65 | COc1ccc(C)cc1NC(=O)Cc1csc(Nc2ccc(S(C)(=O)=O)cc2)n1
75 | N#Cc1c(Cl)cccc1N1CCC(C(=O)NC(=O)Nc2c(Cl)cccc2Cl)CC1
63 | Cc1ccccc1OCC(=O)NCC(c1ccc2c(c1)CCCN2C)N1CCOCC1 (centres undefined)
63 | COc1cc(C(=O)N2CCN(Cc3nc(-c4ccco4)cs3)CC2)cc(OC)c1OC
66 | COc1ccc(S(=O)(=O)N2CCC(C(=O)Nc3cc(C)no3)CC2)cc1
58 | N/C(=N\OC(=O)NC(=O)c1c(Cl)cccc1Cl)c1ccc(F)cc1F
83 | Cn1nc2n(Cc3ccccc3)c(=O)c3ccc(C(=O)NC4CCCCC4)cc3n2c1=O

(continued)
RMI-FANCM inh | molecule
55 | Cc1ccc(-c2nnc(NC(=O)c3ccccc3Br)o2)c(C)c1
48 | CC(C)(C)OC(=O)NCCN1C(=O)CC2(CCCC2)C1=O
61 | O=C(NC1CCCCCC1)C1(c2cccs2)CCCC1
73 | O=C(CSc1nc2sc3c(c2c(=O)n1-c1ccccc1)CCC3)NCCc1ccccc1
66 | O=C(CSc1nnc2ccc(-c3ccccn3)nn12)Nc1ccc(F)cc1
56 | Cc1nnsc1C(=O)Nc1ccc([N+](=O)[O-])cc1C(F)(F)F
51 | CCSc1nnc2nc3c4ccccc4c4ccccc4c3nn12
62 | NS(=O)(=O)c1ccc(NNC(=O)c2cccs2)cc1

Among those listed so far, 4 have a furan ring, fused or not.
RMI-FANCM inh | molecule
58 | Cc1cc2ncn(CCc3noc(-c4ccco4)n3)c2cc1C
71 | O=C(COc1cccc(C(F)(F)F)c1)N1CCN(c2ccc(-c3ccco3)nn2)CC1
62 | CC(=O)Nc1ccc2nc(NC(=O)c3ccco3)sc2c1
63 | COc1cc(C(=O)N2CCN(Cc3nc(-c4ccco4)cs3)CC2)cc(OC)c1OC

Records listed above printed as active in RMI-FANCM inh:
RMI-FANCM inh | molecule
28* | OCCN1CCN(c2cc(-c3ccccc3)nc3c(-c4ccc(Cl)cc4)cnn23)CC1

Following part:
RMI-FANCM inh | molecule
59 | CCOc1cc(S(=O)(=O)NCc2ccccn2)c(C)cc1C
71 | CC(C)(C)c1ccc(NC(=O)CSc2nc3scc(-c4ccc(F)cc4)c3c(=O)n2-c2ccccc2)cc1
84 | CCN(CC)CC(O)Cn1c2ccc(Cl)cc2c2cc(Cl)ccc21 (centres undefined)
59 | CCN(c1ccc(OC)cc1)c1ncnc2nc[nH]c12
59 | CC(C)OCC1Cn2c(nc3c2c(=O)n(C)c(=O)n3C)O1 (centres undefined)
53 | CC(C)n1cc(C#N)c(=O)[nH]c1=O
62 | Cn1cnc([N+](=O)[O-])c1Sc1n[nH]c(=O)n1-c1ccccc1C(F)(F)F
62 | O=C(NCCCS(=O)(=O)N1CCN(c2ccc(F)cc2)CC1)c1ccc(Cl)cc1
63 | Nc1c(S(=O)(=O)c2ccccc2)c(Nc2cccc(F)c2)nn1CC(=O)Nc1ccc(F)cc1
56 | CCN1C(=O)Cc2cc(NC(=O)Nc3cc(Cl)ccc3OC)ccc21
72 | CC(C)CCN1C(=O)C(C)(C)COc2ccc(NC(=O)C3CCCCC3)cc21
52 | COc1ccc(CCNC(=O)C(=O)Nc2cc3c4c(c2)CCN4C(=O)CC3)cc1
60 | CC(C1OC(C)(C)C(O)C1O)[C@@H]1CC[C@]2(C)C3=CCC4C(C)(C)C(=O)CC[C@]4(C)C3CC[C@@]12C (some centres undefined)
67 | O=S(=O)(NCC1(c2cccs2)CCCC1)c1cc(F)ccc1F
67 | COc1cc(Cl)c(C)cc1NC(=O)C1COc2ccccc2O1 (centres undefined)
78 | Cc1cccc(CC(=O)NCC2CCN(Cc3ccccc3)CC2)c1
63 | COc1ccccc1OCC(=O)Nc1ccc2c(c1)C(=O)NCCO2
55 | Cc1cc(N)n(C2CCS(=O)(=O)C2)n1 (centres undefined)
57 | C/C(Nc1ccccc1F)=C1/CCOC1=O
60 | O=C1c2ccccc2C(=O)N1CCCCN(C(=O)c1cccc(Cl)c1)c1ccc(Cl)cc1
54 | Cc1onc(-c2ccccc2)c1NC(=O)N(CCC#N)Cc1cccs1
68 | O=c1c2scc(-c3ccc(Cl)cc3)c2ncn1CCOc1ccccc1
70 | O=C(NCCC1=CCCCC1)C(=O)Nc1ccc(Cl)c(N2CCCS2(=O)=O)c1
56 | Cn1c(=O)c2c(-c3ccc(F)cc3)c(NCCc3ccccc3)oc2n(C)c1=O
58 | Cc1cc(C)c(S(=O)(=O)NCCOC23CC4CC(CC(C4)C2)C3)c(C)c1
54&51 | Cc1cc(C)nc(NS(=O)(=O)c2ccc(N=Cc3ccccc3O)cc2)n1
61 | Cc1ccc(Nc2n[nH]nc2C(=O)NCc2ccc(F)cc2)cc1
63 | COC(=O)c1ccccc1OC(=O)c1cc(-c2ccccc2)nc2ccccc12
63 | Nc1c(S(=O)(=O)c2ccccc2)c(Nc2ccc(F)cc2)nn1CC(=O)Nc1cccc(Cl)c1
17* | O=C(CSc1nnc2nnc3ccccc3n12)N1CCOCC1
62 | O=C(CNC(=O)CSc1nc2ccccc2s1)NCc1ccccc1
59 | COc1ccc(-c2csc3c(=O)n(Cc4cccc(F)c4)cnc23)cc1
57 | O=S(=O)(NCc1ccc2c(c1)OCO2)c1c(Cl)cccc1Cl
71 | Cn1nc(C(=O)O)ccc1=O
66 | CCSc1ccc(C(=O)Nc2cc(C)nn2-c2ccccc2)cc1
62 | NC(=S)N/N=C/c1cn(CCC(=O)O)nc1-c1cccc([N+](=O)[O-])c1
53 | O=C(CSC1=NCCCCC1)c1cccc([N+](=O)[O-])c1
80 | COc1ccc(-c2cc3c(SCc4cc(C)ccc4C)nccn3n2)cc1
61 | CN(C)CCCNc1sc(-c2ccccn2)c([N+](=O)[O-])c1[N+](=O)[O-]
71 | CCC(C(=O)Nc1cc(C)nn1-c1nc(-c2ccc3c(c2)OCO3)cs1)c1ccccc1 (centres undefined)

An excerpt from above in order of the RMI-FANCM inh value, rising.
RMI-FANCM inh | molecule
57 | O=S(=O)(NCc1ccc2c(c1)OCO2)c1c(Cl)cccc1Cl
66 | CCSc1ccc(C(=O)Nc2cc(C)nn2-c2ccccc2)cc1
80 | COc1ccc(-c2cc3c(SCc4cc(C)ccc4C)nccn3n2)cc1

(continued)
RMI-FANCM inh | molecule
56 | COc1cc(C2SCCS2)cc(Br)c1Oc1ncccc1[N+](=O)[O-]
71 | C=CCn1c(SCc2c(C)noc2C)nc2sc3c(c2c1=O)CCCCC3
53 | CCN(CC)c1ncnc2c1sc1nc(C)cc(C)c12
53 | CCCOc1cc(O)c(-c2n[nH]c(C)c2Oc2ccccc2)cc1CC
66 | CCOC(=O)c1c(-c2ccccc2Cl)csc1NC(=O)CSC(=S)N(CC)CC
58 | NC(=NCCC[C@H](N)C(=O)O)NC(CCC(=O)O)C(=O)O (some centres undefined)
66 | O=C(Cn1cnc2c(cnn2C2CCS(=O)(=O)C2)c1=O)N1CCc2ccccc21 (centres undefined)
51 | CSc1sc(C#N)c(C)c1C(=O)/C=C/N(C)C
61 | Cn1c(C2CCCN(S(C)(=O)=O)C2)nn(CC(=O)c2ccccc2)c1=O (centres undefined)
62 | CC(=O)c1ccc(S(=O)(=O)Nc2cccc(-c3csc4nc(C)cc(=O)n34)c2)cc1

Screening results deposited in PubChem by Small Molecule Screening Facility, UW Madison.
